DAGLB inhibitor – blocks human DAGLB lipase activity; Q8NCG7; HEK293T DAGLB membrane lysate, EnzChek fluorogenic substrate; inhibition, % at 5.17 µM; actives 0.059% (n = 340,000); AID 504411; in the data active means inhibition above about 34%;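 further: 0% = enzyme with vehicle and 100% = wells lacking enzyme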
Target sequence (Q8NCG7 whole entry, looked up): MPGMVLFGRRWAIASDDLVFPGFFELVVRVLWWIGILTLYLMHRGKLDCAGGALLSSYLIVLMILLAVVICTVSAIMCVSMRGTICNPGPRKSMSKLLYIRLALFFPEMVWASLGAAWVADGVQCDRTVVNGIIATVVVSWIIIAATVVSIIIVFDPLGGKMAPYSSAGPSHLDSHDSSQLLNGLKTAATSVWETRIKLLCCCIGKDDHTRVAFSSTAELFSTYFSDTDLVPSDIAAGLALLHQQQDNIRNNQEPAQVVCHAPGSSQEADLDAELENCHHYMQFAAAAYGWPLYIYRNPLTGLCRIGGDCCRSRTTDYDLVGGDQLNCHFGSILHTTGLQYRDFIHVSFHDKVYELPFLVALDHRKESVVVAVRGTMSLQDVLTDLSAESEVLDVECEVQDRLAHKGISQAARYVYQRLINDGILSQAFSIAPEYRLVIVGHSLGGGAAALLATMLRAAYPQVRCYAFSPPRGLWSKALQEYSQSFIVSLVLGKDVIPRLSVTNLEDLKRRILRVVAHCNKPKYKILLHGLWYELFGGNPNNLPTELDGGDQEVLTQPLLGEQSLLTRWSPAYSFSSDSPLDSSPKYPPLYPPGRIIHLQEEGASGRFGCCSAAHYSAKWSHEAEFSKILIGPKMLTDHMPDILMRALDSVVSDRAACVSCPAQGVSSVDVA
MOR-DOR inv ag – inverse agonist of human OPRM1-OPRD1 heterodimerization. P35372+P41143. cell-based MOR-DOR heterodimer luminescence, inverse agonism. inhibition, % at 9.3 µM. actives 0.21% (n = 340,000). AID 504357; in the data active means inhibition above about 22%, passing the limit was not always enough;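 further: 0% = cells with DMSO and 100% = wells without cells with DMSO; values of inactives mirror those of a sister screen read the other way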
HTR5A inv ag – inverse agonist of human HTR5A in OPRM1-OPRD1 counter-screen; actives 0.083% (n = 340,000); HTR5A cell line, luminescence, inverse agonism; P47898; inhibition, % at 9.3 µM; in the data active means inhibition mostly above about 23%, no sharp cut-off; inactive means mostly below about 18%;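 further: 0% = cells with DMSO and 100% = no-cell wells with DMSO; some compounds called inactive have numbers as strong as hits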
Target sequence (P47898 whole entry, looked up): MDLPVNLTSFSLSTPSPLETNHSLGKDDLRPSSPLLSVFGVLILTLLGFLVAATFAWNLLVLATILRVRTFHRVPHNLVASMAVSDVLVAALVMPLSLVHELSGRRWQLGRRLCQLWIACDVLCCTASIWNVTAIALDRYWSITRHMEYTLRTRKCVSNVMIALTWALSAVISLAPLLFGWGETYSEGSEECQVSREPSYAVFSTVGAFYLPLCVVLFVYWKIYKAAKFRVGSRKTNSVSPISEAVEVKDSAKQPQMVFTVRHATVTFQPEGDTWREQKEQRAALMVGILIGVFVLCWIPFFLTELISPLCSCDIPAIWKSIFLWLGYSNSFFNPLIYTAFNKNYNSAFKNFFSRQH
PKA-R2B activ – activators of human PKA-R2B complex | AID 504700 | P22694+P31323 | activation, % at 11.4 µM | actives 0.079% (n = 340,000) | PKA-R2B holoenzyme dissociation, Cy5-IP20 fluorescence polarization; R2B truncated from residue 108, S112A mutant; 0% DMSO only, 100% 113 µM cGMP;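 active means activation above a cutoff set at the mean over all compounds plus 3 SD, cut at about 18% in these data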;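 further: higher means more holoenzyme dissociation and a rise in polarization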
MOR-DOR ag – OPRM1-OPRD1 heterodimerization agonism; activation, % at 9.3 µM; cells, luminescence; actives 0.3% (n = 340,000); in the data active means activation above about 18%;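 further: 0% = vehicle-treated cells and 100% = reference agonist; values of inactives mirror those of a sister screen read the other way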
Arrestin-AP2 inh – inhibitors of human beta-arrestin and AP2 interaction; FITC-arrestin peptide / GST-AP2 beads, flow cytometry; AP2 beta2 appendage carries R879A mutation; inhibition, % at 10 µM; actives 0.31% (n = 340,000); AID 504490;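 active means inhibition above a set limit, near 3 SD of compounds lacking own fluorescence, cut at about 54% in these data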;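 further: plate controls were DMSO wells for no effect and 5 µM unlabelled arrestin peptide for full effect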
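Test system: GST-tagged AP2 beta2-adaptin appendage (R879A) on 4 µm glutathione beads; also added: fluorescein-tagged arrestin peptide at 50 nM final; timing: 12 min plus 1 h, RT; signal: flow cytometry, FL1 (488/535 nm); read-out: percent drop in bead-associated FITC signal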
HTR5A ag – counter-screen for OPRM1-OPRD1 agonists: human HTR5A agonism; AID 504692; actives 0.61% (n = 340,000); HTR5A agonist assay, luminescence, cell-based; activation, % at 9.3 µM; in the data active means activation mostly above about 9.5%, no sharp cut-off; inactive means mostly below about 7.6%;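 further: 0% = cells with vehicle only and 100% = reference agonist; strong numbers were not always called active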
V-ATPase pH – regulators of yeast V-ATPase proton transport | S. cerevisiae, pHLuorin cytosolic pH fluorescence | actives 0.37% (n = 350,000) | response, % at 10 µM; in the data active means response mostly above about 7.3%, no sharp cut-off; inactive means mostly below about 5.4%; further: actives read high; inactives centre near 0; some compounds called inactive have numbers as strong as hits; reference of the scale not given here
PKA-R1A act – activators of PKA-R1A complex; P00514+P68181; PKA-R1A dissociation, Cy5-IP20 fluorescence polarization; scaled: DMSO 0%, 113 µM cGMP 100%; activation, % at 11.4 µM; actives 0.083% (n = 340,000); AID 504707;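 active means percent activation above the mean of all tested compounds plus 3 SD, cut at about 19% in these data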;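 further: higher means more PKAc released from R1A so a rise in polarization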
DSG3 Ab inh – human desmoglein-3 autoantibody binding inhibition. DSG3-coupled beads, scFv-anti-DSG3-GFP binding, flow cytometry; hits give low values. binding (percent of control), % at 10 µM. P32926. actives 0.48% (n = 310,000);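 active means binding more than 3 SD below its plate's average and above zero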;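 further: hits lower antibody fragment binding to DSG3; some compounds called inactive have numbers as strong as hits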
* hit, by the source's call; . = no result given.

Start of the listing, in advance (3 entries):
No.	compound	DAGLB inhibitor	MOR-DOR inv ag	HTR5A inv ag	PKA-R2B activ	MOR-DOR ag
1	O=c1c2[nH]c3ccc(F)cc3c2ncn1Cc1ccncc1	-2	12	-20	3	-2.4
2	Cc1ccc(C(=O)C[n+]2ccccc2C)cc1[N+](=O)[O-]	0	1	25	-2	-0.1
3	CCOC(=O)c1c(-c2ccc(C)o2)csc1NC(=S)NC(=O)c1cccs1	-9	16	5	-4	-3.6

No.	Arrestin-AP2 inh	HTR5A ag	V-ATPase pH	PKA-R1A act	DSG3 Ab inh
1	20	-2	-1	-6	92
2	-2	-1	-2	-14	114
3	8	2	-1	-5	100

This part in full, previewed entries included:
No.	compound	DAGLB inhibitor	MOR-DOR inv ag	HTR5A inv ag	PKA-R2B activ	MOR-DOR ag
1	O=c1c2[nH]c3ccc(F)cc3c2ncn1Cc1ccncc1	-2	12	-20	3	-2.4
2	Cc1ccc(C(=O)C[n+]2ccccc2C)cc1[N+](=O)[O-]	0	1	25	-2	-0.1
3	CCOC(=O)c1c(-c2ccc(C)o2)csc1NC(=S)NC(=O)c1cccs1	-9	16	5	-4	-3.6
4	O=C(c1ccc(F)cc1)N1CCN2C(=O)c3ccccc3C12c1ccc(Cl)cc1 (stereo unspecified)	-2	11	-9	-5	-2.0
5	CC(C)CC(c1nnnn1Cc1cccs1)N1CCN(c2nc3ccccc3s2)CC1 (stereo unspecified)	-4	6	8	-4	-1.0
6	CCc1ccc(NC(=O)CCc2ccc(C)o2)cc1	-9	-4	12	-3	0.8
7	Nc1ccccc1Oc1ncc(C(F)(F)F)cc1Cl	0	-36	14	-9	6.1
8	N#Cc1ccccc1S(=O)(=O)N1CCN(C(=O)CCC2CCCC2)CC1	-2	5	-11	10	-1.2
9	COc1ccc(N2CC(O)=C(c3n(C)c4ccccc4[n+]3C)C2=N)cc1	1	9	21	1	-2.0
10	Cn1c(SCC(=O)Nc2ccccc2F)nnc1-c1ccc(S(=O)(=O)N2CCOCC2)cc1	1	9	-24	0	-1.7

No.	Arrestin-AP2 inh	HTR5A ag	V-ATPase pH	PKA-R1A act	DSG3 Ab inh
1	20	-2	-1	-6	92
2	-2	-1	-2	-14	114
3	8	2	-1	-5	100
4	33	3	0	-12	100
5	8	0	0	2	79
6	0	-3	0	3	98
7	-5	6	1	-5	109
8	32	4	0	1	.
9	5	2	0	-10	.
10	10	9	0	-4	103

Further results:
No.	compound	DAGLB inhibitor	MOR-DOR inv ag	HTR5A inv ag	PKA-R2B activ	MOR-DOR ag
11	COCCCNc1c2c(nc3nnnn13)CCCC2	-1	16	8	7	-3.5
12	Cc1ccc(C(=O)O/N=C(\N)c2cccnc2)cc1[N+](=O)[O-]	-3	-56	-1	-1	11
13	CCCc1cc2c(cc1NS(=O)(=O)c1ccc(CCNC(C)=O)cc1)OCO2	0	10	-5	-3	-1.9
14	COc1ccccc1-c1ccc(SCc2cccc(C)c2)nn1	-4	0	15	15	0.1
15	CCN(CC)CCOC(=O)c1ccc(N=CC2=C(O)CC(C)(C)CC2=O)cc1	2	-7	-8	0	1.3
16	O=C(NC1CCC(c2ccccc2)CC1)c1cccnc1 (stereo unspecified)	-1	8	7	1	-1.6
17	Cc1ccc(NC(=O)c2ccc3c(c2)OCCO3)nc1	-5	15	4	-6	-2.7
18	Cc1ccc(NC(=O)/C=C2\NC(=O)CS2)cc1	2	3	-4	5	-0.4
19	COc1ccc(OC)c2c1sc(=NC(=O)C1CCCCC1)n2C	-1	12	5	-4	-2.3
20	NC(=O)C1CCN(Cc2nc(-c3cccs3)no2)CC1	-6	10	5	6	-2.0

No.	Arrestin-AP2 inh	HTR5A ag	V-ATPase pH	PKA-R1A act	DSG3 Ab inh
11	28	-3	0	-8	107
12	-10	0	-1	-8	101
13	-13	2	3	0	.
14	6	-5	-1	7	.
15	9	6	-5	2	89
16	-24	-1	1	10	100
17	11	-2	3	-7	114
18	-8	2	-1	-5	.
19	-17	-2	4	-8	100
20	25	1	-1	1	.

Additional results follow.
No.	compound	DAGLB inhibitor	MOR-DOR inv ag	HTR5A inv ag	PKA-R2B activ	MOR-DOR ag
21	CCN1C(=O)[C@H]2[C@H]3CN=C(SCc4ccc(OC)cc4)N3[C@@](CC)(C(=O)OC)[C@H]2C1=O	0	3	12	-3	-0.7
22	CCOc1ccc(CC2S/C(=N/N=C/c3ccco3)NC2=O)cc1 (stereo unspecified)	0	0	11	-3	0.1
23	COc1cc([C@H](Cc2ccccc2)NC(C)=O)oc(=O)c1	-2	8	7	11	-1.5
24	Cc1ccc(Cc2cnc(NC(=O)C3CCCO3)s2)cc1 (stereo unspecified)	-4	12	-9	3	-3.0
25	N=c1c(C(=O)NC2CCCCC2)cc2c(=O)n3ccccc3nc2n1Cc1ccco1	2	-1	4	-6	0.1
26	Cc1ccc2cccc(S(=O)(=O)Nc3c(C)n(C)n(-c4ccccc4)c3=O)c2n1	-3	8	12	2	-1.5
27	CCCc1cc(=O)[nH]c(SCC(=O)N2CCC(C)CC2)n1	0	6	-4	3	-1.1
28	Cc1nc(SCc2ccccc2)c([N+](=O)[O-])[nH]1	2	21	-42	0	-3.9
29	C=CCn1c(SCc2cccc(OC)c2)nnc1-c1ccncc1	1	-5	3	-1	0.9
30	COc1cc(NS(=O)(=O)c2ccc(C)cc2)c2ncccc2c1	-4	47*	18	-7	-8.7

No.	Arrestin-AP2 inh	HTR5A ag	V-ATPase pH	PKA-R1A act	DSG3 Ab inh
21	18	-3	1	5	101
22	3	-4	1	-2	99
23	-2	-2	-3	7	105
24	-11	4	3	-11	.
25	23	-2	3	0	99
26	11	0	-1	-3	101
27	2	3	1	-17	102
28	-8	2	-2	-2	107
29	19	6	5	-1	109
30	2	-3	-4	9	73

Results in PKA-R1A act and V-ATPase pH (2 entries from above):
nr | Structure | PKA-R1A act | V-ATPase pH
14 | COc1ccccc1-c1ccc(SCc2cccc(C)c2)nn1 | 7 | -1
18 | Cc1ccc(NC(=O)/C=C2\NC(=O)CS2)cc1 | -5 | -1

Next part
No.	compound	DAGLB inhibitor	MOR-DOR inv ag	HTR5A inv ag	PKA-R2B activ	MOR-DOR ag
31	CCN(CC)c1ccc(S(=O)(=O)N2CCOCC2)cc1NC(=O)CN1C(=O)NC2(CCCC2)C1=O	3	-1	-7	2	0.2
32	O=C(CSc1nnc(CNC(=O)c2c(F)cccc2Cl)o1)Nc1ccc2c(c1)OCO2	0	-3	3	-9	0.7
33	COc1ccc(C(Nc2ccc(S(=O)(=O)N3CCOCC3)cc2)C(=O)NCCC(C)C)cc1OC (stereo unspecified)	-2	19	1	3	-3.5
34	O=C(Nc1ccc2c(c1)nc1n2CCOC1)C1CCCCC1	-3	-2	-20	9	0.3
35	COC(=O)c1cc(=O)nc2sc(-c3cccs3)nn12	-3	-4	39	-4	0.8
36	Cc1noc(C)c1-c1ccc2ncnc(NCC3CCCCN3C)c2c1 (stereo unspecified)	-3	4	8	8	-0.8
37	CCOC(=O)c1cccc(-n2c(C)nc3ccccc3c2=O)c1	-2	10	5	-7	-1.7
38	CC(C)CCNC(=O)C1CC(c2ccccc2[N+](=O)[O-])=NO1 (stereo unspecified)	0	-9	3	-18	1.6
39	CCN(CC)CCNC(=O)/C(=N\O)c1ccccn1	-3	4	-3	4	-0.9
40	CC1CC=C2C(C#N)=C(N)C(C#N)(C#N)C(c3cccs3)C2C1 (stereo unspecified)	3	2	3	12	-0.3

No.	Arrestin-AP2 inh	HTR5A ag	V-ATPase pH	PKA-R1A act	DSG3 Ab inh
31	25	-4	3	-6	98
32	7	-1	1	-9	116
33	-12	0	-1	5	101
34	8	0	0	4	.
35	3	2	-1	9	102
36	-3	-1	5	-7	107
37	23	1	-5	-7	99
38	4	-1	0	-6	105
39	7	-5	0	5	107
40	6	5	-1	7	108

Further structures follow.
No.	compound	DAGLB inhibitor	MOR-DOR inv ag	HTR5A inv ag	PKA-R2B activ	MOR-DOR ag
41	COC(=O)[C@H](C)NC(=O)Nc1ccccc1F	0	4	9	8	-0.8
42	Clc1ccc2c(N3CCCC3)ccnc2c1	1	-1	-18	-3	0.2
43	O=C(CCCn1c(=S)[nH]c2ccsc2c1=O)Nc1ccc(F)cc1	-2	.	.	-10	.
44	Cc1c(NCc2cc(Cl)cc(Cl)c2O)c(=O)n(-c2ccccc2)n1C	-8	-1	4	-8	0.2
45	CCC(=O)NC(Nc1ncc(C)s1)(C(=O)OC)C(F)(F)F (stereo unspecified)	0	8	-20	1	-1.3
46	COCCNC(=S)N/N=C/c1ccccc1C(=O)O	-6	3	2	2	-0.6
47	C/C(CC(=O)NCc1ccco1)=N\NC(=O)Cc1ccc(-c2ccccc2)cc1	-3	-10	-17	8	1.8
48	CC(=O)c1ccccc1NC(=O)c1cc(S(=O)(=O)N2CCOCC2)ccc1N1CCCC1	-2	13	2	-1	-3.0
49	COc1ccc(/C(N)=N/OC(=O)COc2ccccc2Cl)cc1	-6	-10	-9	-11	1.9
50	Cc1ccc(N(Cc2cc(=O)[nH]c3ccccc23)C(=O)CCl)c(C)c1	4	5	10	-1	-0.9

No.	Arrestin-AP2 inh	HTR5A ag	V-ATPase pH	PKA-R1A act	DSG3 Ab inh
41	1	4	-17	2	103
42	19	0	0	-1	106
43	.	.	-2	-13	100
44	-2	-3	7	-11	91
45	5	0	0	-4	.
46	25	-1	-1	3	95
47	2	-1	0	-1	99
48	-1	-1	-3	-4	106
49	7	1	0	10	118
50	14	-3	2	7	99

Continued:
No.	compound	DAGLB inhibitor	MOR-DOR inv ag	HTR5A inv ag	PKA-R2B activ	MOR-DOR ag
51	CC(=O)c1cc(Cc2csc(C(C)=O)c2)cs1	2	10	11	-12	-2.1
52	CCCC[C@@H]1C[C@H]1[C@@H](NC(=O)c1ccco1)c1ccc(Cl)cc1	-10	-2	-2	-9	0.4
53	CC(=O)C1=C(C)OC(N)=C(C#N)C1c1ccncc1 (stereo unspecified)	-4	10	-2	0	-2.4
54	CN1/C(=C/C(=S)NC(=O)C2(C)CC2(Cl)Cl)C(C)(C)c2ccccc21 (stereo unspecified)	9	4	4	-10	-0.7
55	Cc1csc2ncnc(NC3CCN(Cc4ccccc4)CC3)c12	1	.	.	4	.
56	CC(NC(=O)c1ccc(F)cc1)C(=O)NC1=NCCS1 (stereo unspecified)	0	-2	2	-13	0.4
57	CC(C)[C@H](NC(=O)[C@@H]1CSC2c3ccccc3C(=O)N21)C(=O)NC1CCCCC1 (stereo partly specified)	3	0	-13	-2	0.1

No.	Arrestin-AP2 inh	HTR5A ag	V-ATPase pH	PKA-R1A act	DSG3 Ab inh
51	13	3	0	-15	127
52	6	-3	3	-3	102
53	19	1	-4	-13	.
54	-7	-2	2	-5	99
55	-20	.	-1	0	97
56	0	-1	-4	-21	110
57	11	0	-3	-7	102

Screening data (PubChem BioAssay)

Compounds were not picked by outcome, and some 2.4% of all compounds hit somewhere here.
